EPAC1 antag: EPAC1 (human) antagonism | EPAC1 GEF assay, Rap1b-BODIPY-GDP exchange fluorescence | 360,000 tested, 0.14% active | O95398 | Potency, µM (highest dose often 115 µM), inactives show top-dose activity change, negative = inhibition, hits mostly inhibitors;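 also: plate controls were vehicle for no effect and positive control for full effect; nearly all actives have a fitted effect of over 50% in size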
Target sequence (O95398 whole entry, looked up): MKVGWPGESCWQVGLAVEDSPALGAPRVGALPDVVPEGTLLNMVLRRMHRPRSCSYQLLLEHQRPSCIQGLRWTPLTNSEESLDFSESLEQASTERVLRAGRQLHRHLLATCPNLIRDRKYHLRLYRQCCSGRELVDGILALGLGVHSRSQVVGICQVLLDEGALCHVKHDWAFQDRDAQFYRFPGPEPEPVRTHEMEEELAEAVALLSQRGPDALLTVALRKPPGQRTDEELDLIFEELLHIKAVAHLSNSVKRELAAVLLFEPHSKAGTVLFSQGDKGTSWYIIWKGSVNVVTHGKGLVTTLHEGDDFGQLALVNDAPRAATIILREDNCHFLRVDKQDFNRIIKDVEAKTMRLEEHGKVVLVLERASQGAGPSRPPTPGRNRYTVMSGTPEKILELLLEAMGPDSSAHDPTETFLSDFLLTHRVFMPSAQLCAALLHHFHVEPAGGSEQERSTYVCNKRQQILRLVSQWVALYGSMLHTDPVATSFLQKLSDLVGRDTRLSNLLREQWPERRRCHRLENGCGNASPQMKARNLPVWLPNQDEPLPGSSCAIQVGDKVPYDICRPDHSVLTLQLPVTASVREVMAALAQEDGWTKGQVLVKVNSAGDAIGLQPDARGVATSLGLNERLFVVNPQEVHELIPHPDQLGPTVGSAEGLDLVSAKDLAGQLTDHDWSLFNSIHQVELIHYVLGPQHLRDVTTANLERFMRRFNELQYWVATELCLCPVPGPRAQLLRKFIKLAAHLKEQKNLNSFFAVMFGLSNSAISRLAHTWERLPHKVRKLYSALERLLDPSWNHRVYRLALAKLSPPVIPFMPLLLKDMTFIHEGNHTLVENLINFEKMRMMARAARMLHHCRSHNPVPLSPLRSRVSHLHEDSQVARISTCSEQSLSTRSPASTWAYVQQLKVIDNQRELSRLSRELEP
EPAC1 ag: agonists of human EPAC1. EPAC1 agonist qHTS, biochemical assay; response scale: 100% = response to 6.5 mM cAMP. Potency, µM (titrated, usually from 154 µM), without a hit: at the highest dose activation, actives largely listed as activators. 360,000 tested, 0.073% active; also: nearly all actives have a fitted effect of over 60% in size
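Nucleotide exchange assay: 100 nM EPAC1 with 250 nM Rap1B loaded with BODIPY-GDP and 50 uM GDP, room temperature. Fluorescence (480/540 nm) read every 5 min for 30 min; signal change normalized to 6.5 mM cAMP as full agonist.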
TDP-43 yeast inh: inhibitors of TDP-43 toxicity in yeast. TDP-43 expressing yeast growth rescue, BacTiter-Glo, 24 h. Potency, µM (titrated, usually from 46.1 µM), without a hit: at the highest dose growth rescue (activation), hits mostly activators. 410,000 tested, 1.8% active; also: % of control where 0% means no effect; nearly all actives have a fitted effect of over 50% in size
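Growth rescue of TDP-43-toxic yeast measured as ATP luminescence (BacTiter-Glo). Cells grown to mid-log in raffinose, induced in galactose at OD600=0.02, exposed to compound 24 hr at 30 deg C.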
PTHR1 ag: agonists of human PTHR1 parathyroid hormone receptor. HEK293 GP2 PTHR1 cells, GloSensor cAMP luminescence, 1 h. Potency, µM (top dose mostly 115 µM), inactives show top-dose activation, usual class: activators. 410,000 tested, 0.075% active. AID 743266; also: nearly all actives have a fitted effect of over 55% in size; some results filed as inactive show a strong effect at the top dose; inactives centre near -15; many of its hits are not listed in these tables
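HEK-293-derived GP2 cells expressing PTHR1 and a GloSensor cAMP reporter, 3,000/well, plated overnight, given luciferin plus IBMX (each 0.5 mM as added) for 1 h at 37 °C, then compound for 1 h at 37 °C. Luminescence was read after 15 min at room temperature.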
aSyn rescue: inhibitors of alpha-synuclein toxicity in yeast. Yeast expressing alpha-synuclein, growth rescue, BacTiter-Glo, 24 h. Potency, µM (top dose mostly 46.1 µM), without a hit: at the highest dose growth rescue (activation), most hits filed as activators. 370,000 tested, 0.14% active. AID 652106; also: % of control where 0% means no effect; nearly all actives have a fitted effect of over 65% in size
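Screening used galactose-induced yeast with toxic alpha-synuclein levels, exposed to compound for 24 hr at 30 deg C. Cell growth, read with BacTiter-Glo luminescence, gave the measured signal.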
EPAC2 antag: EPAC2 (human) antagonism; Q8WZA2; EPAC2 GEF exchange of Rap1B-BODIPY-GDP, fluorescence; Potency, µM (top dose mostly 114 µM), inactives show at the top dose activity, negative = inhibition, usual class: inhibitors; 360,000 tested, 0.18% active; AID 720708; also: % is scaled to controls: 0 for no effect and ±100 for the full control effect; nearly all actives have a fitted effect of over 45% in size; many of its hits are not listed in these tables
EPAC2 ag: activates human EPAC2 exchange factor; Q8WZA2; EPAC2 activation, biochemical qHTS; response scale: 100% = 6.5 mM cAMP response; Potency, µM (series often up to 154 µM), inactives show at the highest dose activation, hits mostly activators; 360,000 tested, 0.079% active; also: nearly all actives have a fitted effect of over 50% in size
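Setup: EPAC2 100 nM, labeled Rap1B complex 250 nM, free GDP 50 uM. Compound titrations pinned in, brief spin, 5 min room temperature incubation. Kinetic fluorescence read over 30 min, normalized to 6.5 mM cAMP.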
FUS yeast rescue: rescues growth of FUS-expressing yeast; 390,000 tested, 0.24% active; S. cerevisiae FUS-expressing, growth rescue, OD600, 24 h; AID 1347120; Potency, µM (highest dose often 76.6 µM), for the others: at the top dose growth rescue (activation), hits mostly activators;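 also: plate controls were DMSO vehicle for no effect and reference control for full effect; nearly all actives have a fitted effect of over 55% in size; some results filed as inactive show a strong effect at the top dose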
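Steps: raffinose overnight preculture; dilution to OD 0.005 in 2% galactose minimal medium; compound addition (concentration series); 24hr at 30C, 99% humidity; absorbance read at 600 nm.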
An asterisk follows results filed as active; i = inactive; ? = inconclusive; / = no result given; [ ] = another dose, or the depositor's remark. Calls follow the shape of the dose curve; as a rule, active = well fitted curve in the direction sought with a large enough effect; inconclusive = small, poorly fitted or top-dose-only effect, or another doubt; inactive = no such curve, though single readings can be large; an effect the other way counts as inactive or inconclusive. Potency is read from the fitted curve at half-maximal effect.

Below each SMILES – EPAC1 antag | EPAC1 ag | TDP-43 yeast inh | PTHR1 ag | aSyn rescue | EPAC2 antag | EPAC2 ag | FUS yeast rescue
> O=C(O)CCC(=O)Nc1ccc(Br)cc1C(=O)c1ccc(Cl)cc1
→ -15% | 7% | ? | i | 10% | 6% | 7% | 2%
> CCOC(=O)c1c(NC(=O)CSc2nnc(-c3ccc(C)cc3)o2)sc(C(C)=O)c1C
→ -6% | 6% | -9% | i | 0% | 0% | 5% | 3%
> CCOC(=O)N1CCN(C(=O)CNC(=O)c2ccc(Cl)cc2)CC1
→ -7% | 12% | -9% | i | -6% | 1% | 3% | 8%
> Cc1cc(N2CCN(C)CC2)nc2ccc(NC(=S)N3CCN(c4cccc(Cl)c4)CC3)cc12
→ -12% | 1% | -8% | -27% | 2% | 1% | 0% | 8%
> COc1ccc(NC(=O)CC2C(=O)N(Cc3ccccc3)C(=S)N2CCN2CCOCC2)cc1 (centres undefined)
→ 5% | 0% | 1% | i | 5% | -1% | -2% | 25%
> CCOC(=O)C1CCN(CC(=O)Nc2c(C(=O)OC)n(C)c3cccc(C)c23)CC1
→ -3% | -9% | 19% | i | 2% | -8% | 0% | -20%
> Cc1cc(OCC(=O)NC(Cc2ccc(Cl)cc2)C(=O)O)c2c(C)cc(=O)oc2c1 (centres undefined)
→ -8% | -15% | 7% | -4% | 0% | -16% | 7% | 11%
> COc1ccc(S(=O)(=O)N(NC2=NS(=O)(=O)c3ccccc32)C(=O)C(C)C)cc1
→ 8% | 5% | -6% | 15% | -1% | 3% | -4% | 6%
> COc1ccc(N2CCN(c3ncnc4scc(-c5ccc(C)cc5)c34)CC2)cc1
→ -2% | 1% | ? | i | -1% | -25% | 11% | 17%
> COc1ccc(C(=O)NCCONC(=O)c2ccc(OC)cc2)cc1
→ ? | -10% | -19% | -5% | -4% | 0% | 7% | 26%
> CCc1ccc(C2C(C#N)=C(N)SC(N)=C2C#N)s1
→ -11% | 7% | 23% | -38% | -7% | -12% | 21% | 12%
> Cc1cc(NC(=O)CC2Oc3ccccc3NC2=O)ccc1Br (centres undefined)
→ -17% | -11% | 9% | i | 3% | 17% | 4% | 9%
> Cc1ccc(C(=O)CSc2n[nH]c(C)n2)cc1
→ 20% | -1% | 24% | i | -1% | 10% | 8% | 0%
> CCc1cccc(C)c1Nc1nc2ccccc2n2cnnc12
→ 2% | -1% | 9% | i | 2% | -7% | 4% | 24%
> Cc1cc(-c2sccc2C)nc(-n2cccc2)n1
→ -6% | 5% | -13% | -9% | -15% | 5% | 9% | 1%

In another format: results already given.
Molecule,EPAC1 antag,EPAC1 ag,TDP-43 yeast inh,PTHR1 ag,aSyn rescue,EPAC2 antag,EPAC2 ag,FUS yeast rescue
Cc1cc(N2CCN(C)CC2)nc2ccc(NC(=S)N3CCN(c4cccc(Cl)c4)CC3)cc12,-12%,1%,-8%,-27%,2%,1%,0%,8%
COc1ccc(NC(=O)CC2C(=O)N(Cc3ccccc3)C(=S)N2CCN2CCOCC2)cc1 (centres undefined),5%,0%,1%,i,5%,-1%,-2%,25%
CCOC(=O)C1CCN(CC(=O)Nc2c(C(=O)OC)n(C)c3cccc(C)c23)CC1,-3%,-9%,19%,i,2%,-8%,0%,-20%
Cc1cc(OCC(=O)NC(Cc2ccc(Cl)cc2)C(=O)O)c2c(C)cc(=O)oc2c1 (centres undefined),-8%,-15%,7%,-4%,0%,-16%,7%,11%
COc1ccc(S(=O)(=O)N(NC2=NS(=O)(=O)c3ccccc32)C(=O)C(C)C)cc1,8%,5%,-6%,15%,-1%,3%,-4%,6%
COc1ccc(N2CCN(c3ncnc4scc(-c5ccc(C)cc5)c34)CC2)cc1,-2%,1%,?,i,-1%,-25%,11%,17%
COc1ccc(C(=O)NCCONC(=O)c2ccc(OC)cc2)cc1,?,-10%,-19%,-5%,-4%,0%,7%,26%
CCc1ccc(C2C(C#N)=C(N)SC(N)=C2C#N)s1,-11%,7%,23%,-38%,-7%,-12%,21%,12%
Cc1cc(NC(=O)CC2Oc3ccccc3NC2=O)ccc1Br (centres undefined),-17%,-11%,9%,i,3%,17%,4%,9%
Cc1ccc(C(=O)CSc2n[nH]c(C)n2)cc1,20%,-1%,24%,i,-1%,10%,8%,0%
CCc1cccc(C)c1Nc1nc2ccccc2n2cnnc12,2%,-1%,9%,i,2%,-7%,4%,24%

Next part
Below each SMILES – EPAC1 antag | EPAC1 ag | TDP-43 yeast inh | PTHR1 ag | aSyn rescue | EPAC2 antag | EPAC2 ag | FUS yeast rescue
> COc1nc(C)ccc1-c1noc(-c2ccncc2)n1
→ 0% | 4% | -3% | -1%[57.5 µM] | 5% | 0% | 5% | 28%
> Cc1nc(-c2ccc(S(=O)(=O)NCc3ccccc3Cl)cc2)co1
→ / | / | ? | -24% | -1% | / | / | 1%
> Cc1onc(-c2ccccc2)c1C(=O)NC(C)C
→ 6% | 3% | 9% | i | -9% | -3% | 5% | -27%
> COC(=O)c1ccc(NC(=O)NS(=O)(=O)c2ccc(C)cc2)cc1
→ 3% | -4% | 8% | -8%[57.5 µM] | -1% | 0% | 6% | -14%
> CC(=O)NC(CC(=O)NCc1ccncc1)c1ccccc1 (centres undefined)
→ 16% | 3% | 1% | i | -5% | -6% | 9% | 29%
> CCCC(=O)Nc1ccc2nc(SCC(=O)Nc3ccc(N4CCOCC4)c(Cl)c3)sc2c1
→ -5% | 4% | 9% | -21%[57.5 µM] | 5% | 7% | 9%[15.6 µM] | ?
> COc1cc(OC)cc(-c2n[nH]c(=S)n2-c2ccc3c(c2)OCCO3)c1
→ -3% | 0% | -10% | -4% | -5% | -7% | 6% | 26%
> CCCCNC(=O)N1CCN(c2ccccc2OCC)CC1
→ -2% | 16% | -10% | -4% | -1% | -3% | 0% | 11%
> O=C(CSC1=NS(=O)(=O)c2ccccc2N1)N1CCCCC1
→ 11% | -9% | 17% | -21% | 0% | 17% | -3% | -4%
> CCOc1cc(CNc2ccc3c(c2)OCCO3)cc(Br)c1OCC
→ -21% | -2% | ? | -9%[57.5 µM] | -12% | -7% | 5% | 19%
> Cc1cc(C)cc(NC(=O)CN2C(=O)COc3ccc(S(=O)(=O)N4CCCC4)cc32)c1
→ -5% | -7% | -6% | -19% | -4% | -8% | 7% | 5%
> CN(Cc1ccccc1)N=Nc1nc[nH]c1C(N)=O
→ -13% | -6% | 5% | -11% | -3% | -7% | 11% | -16%
> Cc1cccc(N=Nc2ccc(O)c3ncccc23)c1
→ -23% | 6% | ? | i | ? | -23% | 8% | 38%
> O=C(Nc1ccc(N2CCOCC2)cc1)c1csc([C@H]2C[C@H](O)[C@@H](CO)O2)n1
→ -12% | -9% | 3% | 5% | -15% | 6% | ? | -6%
> COc1ccc(Cl)cc1S(=O)(=O)N1CCN(c2ccc(F)cc2)CC1
→ -3% | 10% | ? | -16%[57.5 µM] | 4% | -4% | 4% | 15%
> COc1ccc(CNC(=S)Nc2ccccc2C)cc1
→ 3% | -4% | 25% | i | -14% | 7% | 0% | -27%
> O=C(O)C1C2C=CC(C2)C1C(=O)NCc1ccco1 (centres undefined)
→ 4% | 7% | 18% | -25% | 0% | 3% | 4% | -28%
> O=C(Nc1ncccn1)C12CC3CC(CC(C3)C1)C2
→ 16% | -10% | 3% | i | -1% | 1% | 9% | -9%
> O=C(OCc1nnc(-c2ccccc2)o1)c1ccc([N+](=O)[O-])s1
→ ? | 0% | -95%[inhibitor] | ? | -49%[inhibitor] | -3% | 10% | -6%
> Cc1ccc2[nH]c(C(=O)O)c(-c3ccccc3)c2c1
→ -9% | 2% | 27% | -21%[57.5 µM] | -12% | -6% | 6% | 13%
> O=C(c1nn2c(C(F)(F)F)cc(-c3ccccc3)nc2c1Cl)N1CCN2CCCC2C1 (centres undefined)
→ 1% | -1% | -7% | i | 4% | 0% | -1% | 26%
> COc1ccc(CNC(=O)c2ccc(-n3ccnc3)c3ccoc23)cc1OC
→ 7% | -8% | -10% | -11% | -10% | -4% | 23% | -14%
> CN(CC(=O)Nc1cccc(F)c1)C(=O)COc1ccc2c(c1)CCC2
→ -17% | -4% | 11% | i | 5% | 4% | 0% | -17%
> COc1cc(O)c(C(CC(=O)N2CCN(c3ccccc3)CC2)c2ccc3c(c2)OCO3)c(OC)c1 (centres undefined)
→ -5% | 6% | 4% | -16% | 14% | ? | 18% | 30%
> Cc1ccc(OC(=O)CCC(=O)Oc2ccc(C)cc2C)c(C)c1
→ 1% | -8% | -9% | i | 1% | -19% | 5% | 13%
> O=C(CCN1C(=O)C2C3CC(C(Br)C3Br)C2C1=O)OCC(=O)c1ccccc1 (centres undefined)
→ -16% | 5% | -19% | i | 0% | -13% | 15% | 22%
> CN1CCc2c(sc3c2C(=O)NC(/C=C\c2ccccc2)N3)C1 (centres undefined)
→ -9% | 10% | -9% | i | -10% | 17% | -4% | 16%
> O=C(COc1ccccc1N1C(=O)C2C3C=CC(C3)C2C1=O)c1ccccc1 (centres undefined)
→ 7% | -3% | 10% | 0% | 9% | -3% | -2% | 5%
> CN(C)c1ccc(-c2cccc(C3CC=CC4C3C(=O)N(Cc3ccccc3)C4c3ccc(C(F)(F)F)cc3)c2)cc1 (centres undefined)
→ 22% | -9% | -2% | -10% | -3% | 1% | 4% | 16%
> O=C(COC(=O)CC1CCCC1)Nc1cccc(F)c1
→ -4% | 5% | 16% | -4% | -7% | -8% | 4% | -26%
> NC1=NC(=O)/C(=C\c2ccc(-c3ccc(Cl)cc3)o2)S1
→ 8% | 13% | 15% | -16% | 5% | 1% | 9% | -14%
> Cc1cccc(C)c1OCCCCCNCCO
→ -14% | 2% | -17% | ? | -12% | -9% | -12% | 28%
> CC(CC(=O)N(CCC1=CCCCC1)c1c(N)n(Cc2ccccc2)c(=O)[nH]c1=O)c1ccccc1 (centres undefined)
→ -16% | -10% | -4% | -62%[inhibitor] | -3% | -6% | -5% | 22%
> O=C(Nc1ccccc1)c1nsnc1C(=O)Nc1ccccc1
→ 1% | 7% | 19% | i | 1% | -4% | -3% | 20%
> Cn1c(SCC(=O)N2CCCCC2)nc2c(c1=O)SCC2
→ -17% | 0% | 11% | i | -1% | -5% | 1% | 18%
> CCCCn1c(CN(Cc2ccccc2)Cc2ccccc2)nc2c1c(=O)n(C)c(=O)n2C
→ -4% | -3% | -5% | -59%[inhibitor][57.5 µM] | 1% | -11% | 6% | -17%

The list is partial, so the mix of outcomes need not match the whole.
